D1 antagonist: Antagonist of Human D 1 Dopamine Receptor: qHTS | HEK293 TREx D1 cells, calcium flux, dopamine EC80; active compounds read low | activity change, negative = inhibition, % at 10 µM | 3.2% of 360,000 active | AID 504652, 2011; in the data active = activity change below about -30%; also: % is scaled to controls: 0 for no effect and ±100 for the full control effect
Target sequence (P21728 whole entry, looked up): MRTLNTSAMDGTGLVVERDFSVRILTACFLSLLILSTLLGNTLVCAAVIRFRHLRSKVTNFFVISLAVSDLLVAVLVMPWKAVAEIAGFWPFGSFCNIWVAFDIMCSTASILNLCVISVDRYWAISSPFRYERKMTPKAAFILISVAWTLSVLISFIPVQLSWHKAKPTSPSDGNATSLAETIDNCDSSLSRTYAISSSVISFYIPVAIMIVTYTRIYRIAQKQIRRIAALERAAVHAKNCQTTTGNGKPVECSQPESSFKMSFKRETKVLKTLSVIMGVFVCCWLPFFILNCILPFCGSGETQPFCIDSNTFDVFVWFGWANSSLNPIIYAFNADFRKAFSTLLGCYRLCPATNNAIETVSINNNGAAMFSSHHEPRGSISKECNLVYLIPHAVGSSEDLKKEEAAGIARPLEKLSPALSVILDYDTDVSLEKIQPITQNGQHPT
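Tetracycline-induced HEK293 T-REx cells with force-coupled D1 receptor were loaded with a no-wash calcium dye. Compound was added after a 10 s baseline and read kinetically for 180 s; EC80 dopamine was then added and calcium flux followed another 180 s.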
D1 potentiator: Potentiators of Human D1 Dopamine Receptor: qHTS | HEK293 TREx D1 cells, calcium flux, dopamine EC20 potentiation | D(1A) dopamine receptor (Homo sapiens), P21728 | potentiation, % at 10 µM | 0.036% of 360,000 active; in the data active = potentiation above about 30%; also: 0% is about no effect
TRHR PAM: qHTS for Small Molecule Agonists and Allosteric Enhancers of Human TRH Receptor: Primary Screen for Enhancers; TRHR cells, fluo-8 calcium fluorescence, EC20 TRH enhancement; enhancement, % at 2 µM; 0.66% of 360,000 active; AID 493056, 2011; in the data active = enhancement above about 30%; also: 0% is about no effect
Target sequence (P34981 whole entry, looked up): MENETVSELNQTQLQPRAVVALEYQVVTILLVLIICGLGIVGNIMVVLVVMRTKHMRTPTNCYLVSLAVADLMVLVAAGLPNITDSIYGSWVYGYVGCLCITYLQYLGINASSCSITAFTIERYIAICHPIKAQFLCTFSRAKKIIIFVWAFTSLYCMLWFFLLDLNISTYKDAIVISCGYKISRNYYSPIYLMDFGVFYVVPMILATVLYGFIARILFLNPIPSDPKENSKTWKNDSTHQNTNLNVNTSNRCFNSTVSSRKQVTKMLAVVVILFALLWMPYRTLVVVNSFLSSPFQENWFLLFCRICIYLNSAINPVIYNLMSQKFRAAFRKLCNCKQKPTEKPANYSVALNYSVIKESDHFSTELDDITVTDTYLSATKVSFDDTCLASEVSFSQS
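TRHR-expressing cells loaded with fluo-8 calcium dye were read kinetically (ex 480/em 530) during compound addition, then stimulated with an EC20 of TRH (10 nM final). Enhancement of the Gq-mediated intracellular calcium response was scored.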
RXFP1 ag: qHTS Assay for Agonists of the Relaxin Receptor RXFP1. Relaxin receptor 1 (Homo sapiens), Q9HBX9. HEK293T-RXFP1 cAMP TR-FRET, 30 min; response scale: percent of porcine relaxin response, buffer zero. Potency, µM (doses to about 57.5 µM), for inactives: at the highest dose activation, most hits filed as activators. 0.3% of 370,000 active; also: potency is read from the fitted curve at half-maximal effect; % is scaled to controls: 0 for no effect and ±100 for the full control effect; nearly all actives have a fitted effect of over 60% in size; many of its hits are not listed in these tables
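HEK293T cells stably expressing RXFP1 were pretreated with the PDE4 inhibitor Ro 20174, exposed to compounds for 30 min at 37C, lysed, and cAMP was read by TR-FRET. Data normalized to buffer (basal) and 29 nM porcine relaxin (100%).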
D2 potentiator: HTS Assay for Positive Allosteric Modulators of the Human D2 Dopamine Receptor: Primary Screen for Potentiators; D(2) dopamine receptor (Homo sapiens), P14416; HEK293 T-REx D2, calcium flux, EC20 dopamine potentiation; potentiation, % at 10 µM; 0.34% of 340,000 active;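 active = potentiation over 3 SD above the plate norm, cut at about 30% in these data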; also: 0% is about no effect
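Potentiation of an EC20 dopamine calcium response is measured in a force-coupled, tetracycline-inducible Hek293 Trex D2 line. Compound-only kinetic reads over 180 s flag agonists before dopamine addition.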
TRHR agonist: qHTS for Small Molecule Agonists and Allosteric Enhancers of Human TRH Receptor: Primary Screen for Agonists; 0.18% of 360,000 active; TRHR cells, calcium flux fluo-8, FDSS agonist mode; Thyrotropin-releasing hormone receptor (Homo sapiens), P34981; activation, % at 2 µM; AID 493084, 2011; in the data active = activation above about 30%; also: 0% is about no effect
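Steps: seed TRHR cells overnight; add fluo-8 no-wash Ca dye, RT 30 min–1.5 h; record 10 s baseline; pin-transfer compounds; monitor fluorescence 1 cycle/s for the agonist window. Calcium increases flag candidate agonists.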
RXFP1 antagonist: qHTS Assay for Antagonists of the Relaxin Receptor RXFP1. activity change, negative = inhibition, % at 57.5 µM. Relaxin receptor 1 (Homo sapiens), Q9HBX9. HEK293-RXFP1, relaxin-stimulated cAMP HTRF, 30 min; active compounds read low. 0.59% of 350,000 active. AID 1259400, 2018;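 active = activity change of -60% or lower, but not beyond a set lower limit; inconclusive = change between -60% and -40%, or beyond the set limit; inactive = change above -40%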; also: % is scaled to controls: 0 for no effect and ±100 for the full control effect
Anesthetic bind: qHTS Assay for Identification of Novel General Anesthetics | Ferritin light chain (Equus caballus), P02791 | apoferritin/1-aminoanthracene competitive binding, fluorescence | Potency, µM (top dose mostly 77.5 µM), inactives show top-dose activity change, negative = displacement, actives largely listed as inhibitors | 0.074% of 350,000 active | AID 485281, 2010; also: potency is read from the fitted curve at half-maximal effect; % is scaled to controls: 0 for no effect and ±100 for the full control effect; nearly all actives have a fitted effect of over 20% in size
Target sequence (P02791 2-175 limits assumed): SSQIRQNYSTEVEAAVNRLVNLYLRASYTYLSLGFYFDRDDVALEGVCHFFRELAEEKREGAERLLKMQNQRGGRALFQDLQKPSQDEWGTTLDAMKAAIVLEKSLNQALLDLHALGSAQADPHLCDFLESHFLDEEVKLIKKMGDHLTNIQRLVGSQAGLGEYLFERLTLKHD
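Probe: 1-aminoanthracene (50% saturated, PBS). Protein: horse-spleen apoferritin, 10 uM. Incubation: 10 min, room temperature. Detection: 380 nm excitation, 535 nm emission. Analysis: normalized response, four-parameter Hill.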
D1 ag: Allosteric Agonists of the Human D1 Dopamine Receptor: qHTS. HEK293 T-REx D1 cells, calcium flux, agonist mode. activation, % at 2 µM. 1% of 360,000 active. AID 504660, 2011; in the data active = activation above about 30%; also: 0% is about no effect
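Inducible HEK293 T-REx D1 cells, force-coupled to calcium signalling, were plated at 4000 cells/well with tetracycline and held overnight at 30 C. After no-wash calcium dye loading, compound-evoked calcium rise over 180 s flagged agonists.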
Active calls of the source: *; u = inconclusive; x = no result given; & = joins results of further samples; [ ] = remark or other dose. Unless noted, calls follow the shape of the dose curve; as a rule, active = well fitted curve in the direction sought with a large enough effect; inconclusive = small, poorly fitted or top-dose-only effect, or another doubt; inactive = no such curve, though single readings can be large; an effect the other way counts as inactive or inconclusive.

item	structure	D1 antagonist	D1 potentiator	TRHR PAM	RXFP1 ag	D2 potentiator	TRHR agonist	RXFP1 antagonist	Anesthetic bind	D1 ag
1	Cc1ccccc1OC1C(=O)N(CC2CCCO2)C1c1ccc2c(c1)OCO2 (stereo not given)	-1	6	-6	0.1%	x	-1.6	-4	-7%	-1
2	Cc1ccc(S(=O)(=O)N2CCN(C(=O)c3cc4c(s3)CCCC4)CC2)c(C)c1	-4	0	5	-1.8%	x	0.2	4	x	1
3	CCc1ccc(C(=O)Nc2nnn(CC)n2)cc1	-11	-9	11	0.5%	-14	0.3	-5	-11%	1
4	CCOC(=O)CN(Cc1ccc(OC)c(OC)c1)S(=O)(=O)c1ccc(OC)cc1	-2	-1	-4	1.2%	19	0.0	-10	-1%	2
5	Cc1cccc(NC(=O)c2c(NC(=O)C(F)(F)F)sc3c2CCCCC3)c1	-37*	-2	10	-0.3%	-1	1.4	u	-22%	34*
6	Cc1ccccc1C(=O)N(Cc1ccc(N(C)C)cc1)CC1CCCO1 (stereo not given)	13	0	13	-3.5%	-1	-0.5	-4	-4%	0
7	NC(=O)CSc1oc(-c2ccco2)nc1S(=O)(=O)c1ccc(Br)cc1	2&11	-1&3	6&5	4.1%&1.4%	-4&7	0.1&-0.5	6&-14	-6%&-3%	0&0
8	COc1cc(NC(=O)c2cccs2)ccc1NC(=O)c1ccco1	5	8	-2	1.1%	6	-0.1	-1	0%	3

Reformatted with values under each structure: 2 of the compounds above.
Each structure is followed by: D1 antagonist	D1 potentiator	TRHR PAM	RXFP1 ag	D2 potentiator	TRHR agonist	RXFP1 antagonist	Anesthetic bind	D1 ag
2	Cc1ccc(S(=O)(=O)N2CCN(C(=O)c3cc4c(s3)CCCC4)CC2)c(C)c1
 : -4	0	5	-1.8%	x	0.2	4	x	1
3	CCc1ccc(C(=O)Nc2nnn(CC)n2)cc1
 : -11	-9	11	0.5%	-14	0.3	-5	-11%	1

Going on with the list.
item	structure	D1 antagonist	D1 potentiator	TRHR PAM	RXFP1 ag	D2 potentiator	TRHR agonist	RXFP1 antagonist	Anesthetic bind	D1 ag
9	CNC(=S)N1CCN(c2ccc([N+](=O)[O-])cc2)CC1	-4	-4	29	2.2%	3	-0.5	7	u	3
10	CC(=O)Nc1ccc(C(=O)Nc2ccc(S(=O)(=O)N3CCCC3)cc2)cc1	-4	-2	3	-1.1%	4	0.6	5	u	2
11	COc1ccc(F)cc1CN1CCN(C(=O)CCC(=O)Nc2nnc(CC(C)C)s2)CC1	-13	-4	-3	2.3%	16	-0.2	-19	-7%	13
12	COc1ccc(NC(=S)N2CCN(C(=O)c3ccco3)CC2)c(OC)c1	-68*	-7	-3	2.5%	-1	0.8	2	-9%	2
13	CCOC(=O)C/C(C)=N/NC(=O)C1CC1(c1ccccc1)c1ccccc1 (stereo not given)	20	1	5	1.0%	-1	0.0	-20	-6%	3
14	O=C(CNS(=O)(=O)c1ccc(Cl)cc1)NC1CCCCC1	15	x	28	-0.5%	-8	-0.3	4	x	6
15	Cc1ccc2nc(NCc3ccccc3)c(C#N)cc2c1	7	5	1	u	-2	0.1	3	-1%	2
16	Cc1ccc(C)c(NC(=O)C(C)CC2COCCO2)c1 (stereo not given)	1	3	8	-0.2%	1	-0.4	15	-19%	0
17	Cc1ccc(C)c(N2CCN(CCCNC(=O)c3nnc(Cc4ccc(F)cc4Cl)o3)CC2)c1	-23	-4	-1	1.4%	-19	-0.3	-37	-21%	17
18	Cc1ccc(C23OC(=O)C(C)(C)C2OC(=O)C3(C)C)cc1 (stereo not given)	1	2	-7	-2.4%	13	0.3	1	-19%	1
19	Cc1ccc(NC(=O)/C=C/c2ccc(Cl)cc2)c(Br)c1	4	-6	-5	-1.9%	-19	-0.2	x	1%	3
20	CCN1CCN(S(=O)(=O)c2c[nH]c(C(=O)OC)c2)CC1	-1	2	4	6.8%	2	0.6	-8	-8%	3
21	O=C(O)C/C(=C\c1ccc(N2CCOCC2)c([N+](=O)[O-])c1)c1nc2ccccc2s1	-7	6	-4	2.6%	2	0.1	-10	-2%	3
22	Cc1cc(Cl)c(S(=O)(=O)N2CCN(c3ccc(F)cc3)CC2)cc1OCC(=O)NC1CCCCC1	5	1	2	-0.1%	-6	0.2	-1	52%[activator]	5
23	CCCn1nnnc1COc1ccc(C(N)=O)cc1	2	-8	5	1.8%	9	0.9	2	-5%	2
24	COc1ccc(C2=Nn3c(nnc3-c3ccccc3OC)SC2)cc1	-27	15	-1	x	x	-0.6	x	x	2
25	CN(CC(=O)Nc1ccncc1)S(=O)(=O)c1ccc(Cl)cc1	-3	-1	9	-0.5%	1	-0.1	3	-8%	7
26	CCCNC(=O)c1ccccc1NC(=O)c1ccccc1N(C)S(=O)(=O)c1ccc(C)cc1	-7	-1	-8	-3.0%	4	-1.1	4	-6%	1
27	O=c1c(-c2n[nH]c(=S)o2)cccn1Cc1ccccc1	14	-3	-2	6.6%	-15	0.7	-11	1%	1
28	Cc1ccc2c(c1)[nH]c1c(=O)n(CCN3CCNCC3)cnc12	13	1	6	-0.1%	9	0.7	x	-13%	0
29	O=C(COC(=O)/C=C/c1cccc(Cl)c1)NCCC1=CCCCC1	-3	-3	-10	0.7%	-9	-0.8	-7	-7%	3
30	Cc1oc(-c2ccccc2F)nc1CS(=O)(=O)CC(=O)N1CCN(c2ccccc2)CC1	-15&-4	-4	-5&2	-0.8%&0.5%	-4&-3	0.5&-0.6	2	-3%&-5%	3&5
31	COc1cc(/C=N/NC(=O)COc2cccc(F)c2)ccc1OS(=O)(=O)c1ccc(C)cc1	-12	-4	-2	3.1%	-19	0.2	11	-10%	5
32	Cc1cc(SCC(=O)O)nc2ccccc12	10&-4	-1&0	1&6	1.9%&16%	-12&20	0.6&0.3	15&-22	5%&-5%	2&2
33	CC1(C)Cc2c(sc3nc[nH]c(=O)c23)CO1	-7	-3	-1	28%	6	0.0	-10	-16%	1
34	Cc1c(Cl)cccc1NC(=O)CSc1nccn1C	-9	-1	-6	-0.1%	-4	-0.2	8	-7%	0
35	O=C(COc1ccc(Cl)cc1)Nc1cccc(S(=O)(=O)NCc2ccco2)c1	14	-2	3	-0.1%	1	0.2	0	x	7
36	CCc1cccc(C)c1NC(=O)c1cc(C)nc2c1c(C)nn2-c1cccc(Cl)c1C	5	-7	15	-4.2%	3	1.4	2	-7%	1
37	CNC(=S)N/N=C/c1cn(Cc2ccc(C)cc2)c2ccccc12	0	-7	8	0.9%	-4	0.1	x	78%[activator]	14
38	NC(=O)CSc1nnc(NC(=O)c2ccc(S(=O)(=O)N3CCOCC3)cc2)s1	-24	-4	-3	-2.5%	-5	0.2	-3	-1%	1
39	CCOc1ccc(C2/C(=C(\O)c3cccc(OC)c3)C(=O)C(=O)N2c2cc(C)on2)cc1OC (stereo not given)	12	-1	-2	4.3%	1	0.4	-11	-8%	1
40	c1ccc(NCc2nnc3n2CCCCC3)cc1	-10	2	10	1.7%	-10	0.5	5	-10%	2
41	O=C(CSc1nc(=O)[nH]c2c1CCCC2)NCc1ccccc1	x	-2	0	2.0%	-3	0.3	-5	-1%	0
42	CCCCNC(=O)c1ccc2c(c1)N(CC)C(=O)c1ccccc1S2(=O)=O	-14	-3	1	1.7%	4	0.1	1	-7%	-2
43	O=C(COC(=O)c1ccc(Br)o1)Nc1ncc([N+](=O)[O-])s1	-10	-9	-6	1.1%	11	1.3	-5	x	17
44	CCOCCCN(CCC#N)S(=O)(=O)c1ccc(S(=O)(=O)N2CCCC2)cc1	-16	-3	5	0.2%	18	0.9	11	-14%	3
45	COCCn1c(=O)[nH]c2cc(C(=O)NCCc3ccc(OC)c(OC)c3)ccc2c1=O	57	2	-2	2.9%	7	0.0	-1	-17%	3
46	CC1CC2=C(C(=O)O1)C(C)Nc1ccccc1N2 (stereo not given)	9	1	8	23%	12	0.1	x	4%	1
47	CCC(C)N(C(=O)CSc1nnc(-c2cccs2)n1C1CC1)C1CCS(=O)(=O)C1 (stereo not given)	-11	-4	2	0.9%	5	0.1	3	x	2
48	C#CCNC(=O)C1=C[C@@H](c2csc3ccccc23)[C@H](CCCO)[C@@H](OCC)O1	-3	-2	3	5.6%	2	0.0	x	-8%	-1
49	Cn1c(N)c(C(=O)COC(=O)C2CCCCC2)c(=O)n(C)c1=O	23	-8	1	14%	5	0.1	-5	-8%	2
50	CCC(Oc1ccccc1F)C(=O)Nc1cc(-c2ccccc2)no1 (stereo not given)	-21	-2	-7	-2.5%	-10	0.9	-38	-9%	7
51	Cc1c(C(=O)NCCN2CCOCC2)oc2ccc(Br)cc12	-2	-9	-7	2.2%	-1	-0.1	-9	x	1
52	CCOc1ncccc1C(=O)OCC(=O)NCCc1ccc(OC)cc1	7	-9	4	0.9%	-6	-0.1	5	-11%	2
53	CN(C)S(=O)(=O)c1ccc(Nc2ccc(-c3ccc4c(c3)OCCO4)nn2)cc1	17	1	-5	0.1%	-8	0.5	12	-11%	3
54	CCc1cc(=O)oc2c3c(cc(OCC(=O)NCc4ccncc4)c12)OC(C)(C)CC3	-9	-6	19	7.6%	12	0.8	x	-6%	1
55	O=C(Nc1ccc(NC(=O)C2CC2)nc1)c1cccs1	-26	-3	-4	-0.2%	8	-0.8	-6	3%	3
56	CCOc1ccc(CCNC(=O)COC(=O)/C=C/c2cccc(OC)c2)cc1OCC	-7	-1	-3	1.0%	7	0.0	-2	x	1
57	O=C(Nc1cccc([N+](=O)[O-])c1)Nc1ccc2c(c1)OCCO2	-40*	-7	16	6.3%	-8	1.1	-9	-9%	18
58	O=C(Cn1c(=O)n(-c2ccccc2Cl)c(=O)c2sc3ccccc3c21)NC1CCCC1	-5	0	-9	u	2	-1.1	x	-2%	1
59	S=c1[nH]nc(C2CCCCC2)n1/N=C/c1ccccc1	7	-3	-2	0.0%	-5	0.8	-2	-12%	4
60	CC(C)c1ccc(NC(=O)Cn2c3ncccc3c(=O)n2-c2ccccc2)cc1	-16	-6	-6	2.4%	-2	0.9	x	2%	2

The list is partial; rates above refer to the full screens.
